MEKK2mut PB1 HTS: signal of MEK5 binding to mutant human MEKK2 PB1 domain | bead flow cytometry, Alexa488-MEK5 binding to MEKK2 mutant | percent response, % at 10 µM | 290,000 tested, 0.35% active | AID 1530; in the data active means percent response above about 24%, passing the limit was not always enough; further: inactives centre near 1; some results filed as inactive read as strong as hits
UBC9 SUMO inh: SUMOylation inhibition; P63279; HTRF SUMOylation assay, SAE1/SAE2 + UBC9, in vitro; inhibition, % at 35 µM; 290,000 tested, 0.36% active; AID 2006; in the data active means inhibition above about 50%, passing the limit was not always enough; further: strong numbers were not always called active
Target sequence (P63279 whole entry, looked up): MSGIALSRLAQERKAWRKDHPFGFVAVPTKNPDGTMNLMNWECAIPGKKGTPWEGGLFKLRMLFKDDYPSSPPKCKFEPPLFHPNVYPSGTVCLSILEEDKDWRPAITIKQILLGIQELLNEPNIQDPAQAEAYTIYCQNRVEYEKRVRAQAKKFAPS
DNA FID counter: displaces DNA intercalator in HCV helicase counter-screen | inhibition, % at 7.9 µM | 290,000 tested, 0.17% active | DNA fluorescent intercalator displacement, fluorescence; in the data active means inhibition above about 37%;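 further: 0% = vehicle and 100% = reference compound; higher means more ethidium bromide displaced from hairpin DNA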
NALP1 yeast inh: inhibitors of NALP1 inflammasome in yeast | 280,000 tested, 0.61% active | inhibition, % at 10 µM | S. cerevisiae NALP1/ASC/caspase-1 growth, X-gal OD620, 72 h | AID 2071; in the data active means inhibition mostly above about 24%, no sharp cut-off; inactive means mostly below about 32%; further: some compounds called inactive have numbers as strong as hits
VIM-2 inhibitor: inhibitors of Pseudomonas aeruginosa VIM-2 metallo-beta-lactamase; inhibition, % at 5.6 µM; AID 1527; purified VIM-2, nitrocefin hydrolysis, epi-absorbance fluorescence; 290,000 tested, 0.89% active;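 active means inhibition above the mean of all tested compounds plus 3 SD, cutoff set per screening run, cut at about 7.5% in these data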;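 further: red hydrolysis product quenches plate fluorescence so inhibitors raise well fluorescence; 0% = enzyme with DMSO and 100% = DMSO without enzyme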
HCV NS3 hel inh: inhibitors of Hepatitis C virus NS3 helicase; 290,000 tested, 0.56% active; AID 1800; NS3 helicase DNA unwinding, Cy5 molecular beacon fluorescence; inhibition, % at 10.9 µM;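 active means inhibition above the mean of all tested compounds plus 3 SD, set per campaign, cut at about 35% in these data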;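 further: 0% = DMSO wells and 100% = thioflavine S control wells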
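Assay system: hepatitis C virus NS3 helicase domain fragment enzyme. Also added: annealed dual-labelled DNA beacon duplex, ATP-started. Timing: 1 h reaction at 25 °C, ATP-initiated. Technique: Cy5 fluorescence at 0 and 60 min, beacon hairpin quenching. Evaluation: % inhibition of unwinding. Replication: one well per compound.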
IMP-1 inh: blocks Pseudomonas aeruginosa IMP-1 metallo-beta-lactamase. purified IMP-1, nitrocefin hydrolysis, epi-absorbance fluorescence. inhibition, % at 5.6 µM. 290,000 tested, 0.45% active;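 active means inhibition above the mean plus 3 SD of all compounds in the same screening run, cut at about 4.5% in these data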;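 further: 0% = IMP-1 with DMSO and 100% = DMSO wells lacking enzyme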
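System: Purified recombinant IMP-1 metallo-beta-lactamase enzyme | Measured by: Fluorescence quenching readout, ex 480/em 530 nm | Replication: Singlicate | Incubation: 15 min preincubation plus 25 min reaction at 25 °C | Evaluation: Percent inhibition from optical density relative to buffer-blank wells | Benchmarks: DMSO with and without IMP-1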
PfM18AAP inh: PfM18AAP enzyme inhibition | recombinant PfM18AAP, H-Glu-NHMec fluorogenic cleavage | inhibition, % at 7.35 µM | 290,000 tested, 1.2% active | AID 1822;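 active means inhibition above the campaign mean inhibition over all tested compounds plus 3 SD, cut at about 28% in these data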;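 further: 0% = plate median of test compound wells and 100% = 2 mM ZnCl2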
MEKK2 WT-MEK5: raises or lowers MEK5 binding to wildtype human MEKK2 PB1 domain. binding response (% of control), % at 10 µM. 290,000 tested, 1.1% active. Q9Y2U5. bead flow cytometry, Alexa488-MEK5 binding to MEKK2 WT; actives lie on both sides; in the data active means binding response below about 67% or above about 130%
* marks the source's active call; other numbers are inactive results; . = not tested or not shown.

SMILES	MEKK2mut PB1 HTS	UBC9 SUMO inh	DNA FID counter	NALP1 yeast inh	VIM-2 inhibitor	HCV NS3 hel inh	IMP-1 inh	PfM18AAP inh	MEKK2 WT-MEK5
CCN(CC(=O)NCc1ccc(F)cc1)CC(=O)Nc1ccccc1-c1ccccc1	-12.0	0.7	-38.7	-7.8	-3.1	4.4	-1.8	4.2	92.0
COc1ccc(C(=O)NC(=S)N2CC(C)OC(C)C2)cc1 (stereo not drawn)	-2.0	-10.4	-1.6	30.3	-1.0	12.1	-1.1	-3.0	88.0
CC(=O)Oc1ccc(C(=O)Nc2ccccc2NC(=O)c2ccc(OC(C)=O)cc2)cc1	0.0	10.4	-28.4	17.1	-1.7	5.4	-2.2	-6.8	101.0
CCc1ccc(NC(=O)CCn2ccnc2C)cc1	3.0	-0.2	4.5	28.9	-1.1	-14.9	-0.1	5.1	109.0
COc1ccc(CNC(=O)c2cc(C(C)=O)c[nH]2)cc1	5.0	17.4	-14.5	5.4	1.2	3.2	-2.3	-2.6	102.0
Cc1ccc(CNC(=O)Cc2nc3nc(C)cc(C)n3n2)cc1	0.0	-8.4	-8.9	13.4	-3.9	5.9	-3.8	1.7	102.0
COc1ccc(CCC(C)NC2C3CC4CC(C3)CC2C4)cc1 (stereo not drawn)	.	8.6	12.6	14.7	0.6	-14.7	-3.1	2.4	.
COc1ccc(S(=O)(=O)N(CCc2ccccc2)CC(=O)N/N=C/c2ccc3c(c2)OCO3)cc1	-1.0	0.8	-4.1	20.2	-1.2	1.6	-2.8	4.8	110.0
O=C(NC12CC3CC(CC(C3)C1)C2)N1CCN(S(=O)(=O)c2ccc(Cl)cc2)CC1	6.0	12.6	-3.0	-1.4	-1.5	3.1	-3.4	-4.1	104.0
CC(C)c1onc(C(=O)Nc2cccc(O)c2)c1[N+](=O)[O-]	-9.0	5.4	2.3	9.6	0.1	-3.1	-0.7	9.8	93.0
CC(=O)Oc1cccc(Nc2ncnc3ccccc23)c1	0.0	10.5	-4.0	2.4	1.5	1.3	-0.3	-1.7	103.0
CCCc1nc2n[nH]c(N)c2c2c1COC(C)(C)C2	3.0	19.7	-2.9	.	-2.5	2.2	-1.0	-4.1	104.0
C/C(=N\Nc1nc(N2CCOCC2)nc(N2CCOCC2)n1)c1cccs1	-2.0	21.0	-8.3	9.9	-0.7	2.5	-2.7	-0.4	93.0
Oc1cc(O)c2c(c1)O[C@H](c1ccc(O)c(O)c1)[C@H](O)C2	0.0	6.0	-6.3	14.8	-1.7	-0.5	-0.8	81.1*	105.0
CC(Oc1ccccc1)C(=O)NC1C(=O)N2C1SC(C)(C)C2C(=O)O (stereo not drawn)	0.0	-2.9	-6.4	3.4	1.3	-2.5	-3.4	2.2	102.0
Cc1ccc(N2C(=O)/C(=C/c3cccnc3)SC2=S)cc1	-2.0	6.2	-2.9	18.1	1.6	12.7	1.2	13.2	90.0
CC1(C)Cc2c(sc3nc(SCC(=O)N4CCOCC4)nc(N)c23)CO1	2.0	19.4	-7.2	16.5	-1.0	6.0	-2.6	1.1	101.0
Cc1ccc(N2C(=O)C(c3c(C)[nH]n(-c4ccccc4)c3=O)(C(F)(F)F)C3=C2CC(C)(C)CC3=O)cc1 (stereo not drawn)	10.0	14.7	-6.5	5.2	0.3	-1.3	-0.7	0.3	100.0
CCOc1ccc(CNc2ccc(S(N)(=O)=O)cc2)cc1	-10.0	3.5	-2.1	-4.0	1.1	4.1	-0.8	14.5	87.0
CCOc1ccc(Nc2ncnc3c2cnn3Cc2ccccc2)cc1	4.0	-7.1	-17.2	18.3	3.8	-23.5	0.1	-0.3	104.0
Cc1ccc(C)c(Cn2nnc3c(=O)[nH]c(C(=O)NCC4CCCO4)nc32)c1 (stereo not drawn)	0.0	3.1	-22.2	-44.1	-5.8	-2.0	-4.6	0.4	93.0
O=S(=O)(c1ccc2ccccc2c1)N1CCCOC1	0.0	6.9	-3.3	11.2	-3.0	0.2	-2.9	2.0	105.0
COc1cc(C(=O)N(Cc2ccco2)Cc2cc3ccccc3[nH]c2=O)cc(OC)c1OC	-1.0	4.1	-18.2	2.9	-2.7	-3.5	-0.7	-5.4	98.0
COc1ccc(CCNC(=O)c2c(-c3ccccc3)noc2C)cc1OC	4.0	35.6	-10.3	15.6	-2.2	-7.4	-2.9	0.6	99.0
CN(C)CCNC(=O)c1ccc(CS(=O)(=O)c2c(Cl)cccc2Cl)o1	0.0	9.7	1.8	-10.1	-4.8	-3.5	-3.4	5.3	104.0
CCOC(=O)N1CCN(C(=O)C2CCCN(c3nc4ccc(OCC)cc4s3)C2)CC1 (stereo not drawn)	6.0	-12.7	-58.8	27.0	-2.2	9.3	-1.9	-4.4	113.0
Cn1nc(CC(=O)Nc2ccc3c(c2)OCCO3)c2ccccc2c1=O	4.0	-2.8	-5.3	-5.4	-0.7	5.4	-3.1	-5.5	104.0
Cc1ccccc1OC/C(O)=C(\C#N)c1nc2ccccc2[nH]1	3.0	14.4	-3.7	12.1	-1.7	10.8	-3.4	-9.9	99.0
O=C(Nc1cc2c(oc1=O)CCCC2=O)c1cccc(Cl)c1	-2.0	20.0	-1.0	2.5	-4.5	4.8	-1.4	-1.4	98.0
Cc1cnc2cc(Cl)c(Cl)cc2n1	7.0	3.7	-1.0	-74.4	0.7	-4.0	-5.5	-7.3	96.0
CCCc1cc(C(=O)Nc2cccc3ccccc23)n(C)n1	9.0	-1.4	-25.8	18.7	-3.0	7.3	-2.0	-1.1	110.0
CCCCNC(=O)[C@H](CSCc1ccccc1)N1Cc2ccccc2C1=O	5.0	10.3	-33.1	29.1	0.9	-0.5	-1.6	3.4	95.0
Cc1nn(CC(=O)Nc2ccc(Cl)cc2)c(=O)c2cc(-c3ccccc3)nn12	1.0	6.2	-2.8	28.8	-4.2	4.7	-0.9	-4.0	101.0
CCOC(=O)c1ccccc1NC(=O)CSc1nc(N)cc(=O)[nH]1	-4.0	6.7	-5.8	1.5	-2.2	-1.3	-4.2	4.3	101.0
CC(C)N(C(=O)Nc1ccc2nccnc2c1)C(C)C	.	93.5*	-8.1	-12.5	-2.4	8.4	-3.5	8.6	.
CCOc1cc2c(C#N)c(N3CCOCC3)nc(N)c2c(N)n1	4.0	97.2*	.	4.4	.	.	.	.	101.0
COc1ccc(OCc2nnc(NC(=O)Nc3ccc(F)cc3)s2)cc1	-5.0	1.4	-2.7	20.8	0.3	-3.7	-5.1	-2.0	91.0
CCn1cc(C(=S)N2CCC(C(N)=O)CC2)c2ccccc21	-6.0	15.4	-7.3	-15.7	-0.8	5.4	-2.6	-1.3	97.0
CCOC(=O)C1=NN(C(=O)Cc2ccccc2)C(O)(C(C)(C)C)C1 (stereo not drawn)	-6.0	15.5	-20.8	12.2	-2.1	-0.1	-2.3	10.3	104.0
O=C(CN1CCN(S(=O)(=O)c2ccc(Cl)cc2)CC1)Nc1ccc(N2CCOCC2)cc1	1.0	-2.4	-32.5	24.9	-1.5	1.5	-1.2	3.4	109.0
C/C(=N\NC(=O)CSc1nc2ccccc2[nH]1)c1ccncc1	-1.0	13.3	-6.0	32.6	-7.8	-1.4	-3.2	27.4	96.0
Cc1cc(C)c2c(n1)SCC(=O)N2CC(=O)Nc1ccccc1Cl	-2.0	3.0	-8.7	12.3	-0.3	19.2	-2.1	0.0	94.0
COCCNC(=O)Nc1ccc2nc(-c3ccco3)c(-c3ccco3)nc2c1	-6.0	95.3*	-11.9	22.0	0.0	42.2*	-2.9	20.8	82.0
O=c1[nH]c(CN2CCN(c3ncccn3)CC2)nc2c(Br)cc(Br)cc12	-1.0	-1.5	-21.9	.	-1.1	-11.1	-4.2	-1.2	99.0
CCO/C(C)=N/n1c2nc3ccccc3nc2c2c(=O)n(C3CCCC3)c(C)nc21	1.0	20.5	5.4	-12.1	-0.6	3.1	-5.8	-1.5	104.0
CC(=O)/C=C/n1c(=S)oc2ccccc21	-1.0	-18.5	-1.6	66.5	-1.0	-1.4	-4.3	-5.2	93.0
Cc1cc(Br)ccc1NC(=O)c1sc2ncn(CC(=O)N3CCN(c4ccccn4)CC3)c(=O)c2c1C	3.0	-0.8	-38.5	-2.9	-5.5	-19.9	-2.6	-3.1	105.0
CC1CN(C(=O)C(C)N2C(=O)c3ccccc3C2=O)CC(C)O1 (stereo not drawn)	4.0	15.6	1.6	26.1	-3.0	5.1	-1.0	0.3	105.0

Laid out differently: entries from further up.
Values in the order – MEKK2mut PB1 HTS	UBC9 SUMO inh	DNA FID counter	NALP1 yeast inh	VIM-2 inhibitor	HCV NS3 hel inh	IMP-1 inh	PfM18AAP inh	MEKK2 WT-MEK5
CCN(CC(=O)NCc1ccc(F)cc1)CC(=O)Nc1ccccc1-c1ccccc1
→ -12.0	0.7	-38.7	-7.8	-3.1	4.4	-1.8	4.2	92.0
COc1ccc(C(=O)NC(=S)N2CC(C)OC(C)C2)cc1 (stereo not drawn)
→ -2.0	-10.4	-1.6	30.3	-1.0	12.1	-1.1	-3.0	88.0
CC(=O)Oc1ccc(C(=O)Nc2ccccc2NC(=O)c2ccc(OC(C)=O)cc2)cc1
→ 0.0	10.4	-28.4	17.1	-1.7	5.4	-2.2	-6.8	101.0
CCc1ccc(NC(=O)CCn2ccnc2C)cc1
→ 3.0	-0.2	4.5	28.9	-1.1	-14.9	-0.1	5.1	109.0
COc1ccc(CNC(=O)c2cc(C(C)=O)c[nH]2)cc1
→ 5.0	17.4	-14.5	5.4	1.2	3.2	-2.3	-2.6	102.0
Cc1ccc(CNC(=O)Cc2nc3nc(C)cc(C)n3n2)cc1
→ 0.0	-8.4	-8.9	13.4	-3.9	5.9	-3.8	1.7	102.0
COc1ccc(CCC(C)NC2C3CC4CC(C3)CC2C4)cc1 (stereo not drawn)
→ .	8.6	12.6	14.7	0.6	-14.7	-3.1	2.4	.
COc1ccc(S(=O)(=O)N(CCc2ccccc2)CC(=O)N/N=C/c2ccc3c(c2)OCO3)cc1
→ -1.0	0.8	-4.1	20.2	-1.2	1.6	-2.8	4.8	110.0
O=C(NC12CC3CC(CC(C3)C1)C2)N1CCN(S(=O)(=O)c2ccc(Cl)cc2)CC1
→ 6.0	12.6	-3.0	-1.4	-1.5	3.1	-3.4	-4.1	104.0
CC(C)c1onc(C(=O)Nc2cccc(O)c2)c1[N+](=O)[O-]
→ -9.0	5.4	2.3	9.6	0.1	-3.1	-0.7	9.8	93.0

Assay outcomes (PubChem)

No enrichment for hits; overall some 4.7% were active at least once.
